Compound activity: PubChem, National Center for Advancing Translational Sciences (NCATS)
TRHR PAM – TRH receptor (human) allosteric enhancement | P34981 | TRHR cells, fluo-8 calcium fluorescence, EC20 TRH enhancement | AID 493056 | 0.66% of 360,000 active | enhancement, % at 2 µM; in the data active = enhancement above about 30%; note: 0% is about no effect
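Enhancer read-out: after compound pinning and an initial kinetic agonist-mode read, an EC20 of TRH (10 nM final) was injected and fluo-8 calcium signal (Ex 480/Em 530) followed at 1 s/cycle for 100 cycles in TRHR-expressing cells.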
D2 antag – antagonizes the human D2 dopamine receptor; P14416; HEK293 TREx D2 cells, calcium flux, dopamine EC80; inhibition, % at 10 µM; 2% of 340,000 active; AID 485344; in the data active = inhibition above about 30%; note: 0% is about no effect
Target sequence (P14416 whole entry, looked up): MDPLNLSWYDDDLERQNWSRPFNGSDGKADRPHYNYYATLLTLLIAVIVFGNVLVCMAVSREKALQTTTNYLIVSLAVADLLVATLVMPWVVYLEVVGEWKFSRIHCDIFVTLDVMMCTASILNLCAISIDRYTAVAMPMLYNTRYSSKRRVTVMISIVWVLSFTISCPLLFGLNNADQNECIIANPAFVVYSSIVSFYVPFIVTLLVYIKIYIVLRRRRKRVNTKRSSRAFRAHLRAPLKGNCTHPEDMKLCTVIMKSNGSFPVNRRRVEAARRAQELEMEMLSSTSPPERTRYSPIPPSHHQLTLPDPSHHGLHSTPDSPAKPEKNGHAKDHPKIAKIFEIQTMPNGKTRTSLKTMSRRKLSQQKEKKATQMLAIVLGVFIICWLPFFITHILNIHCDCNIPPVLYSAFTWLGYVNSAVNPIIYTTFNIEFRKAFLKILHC
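Cells plated overnight at 30 C with tetracycline; no-wash calcium dye, 30–90 min RT; 10 s baseline; compound pinned; 180 s read; EC80 dopamine added; another 180 s read.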
RXFP1 antagonist – antagonists of human relaxin receptor RXFP1. Q9HBX9. HEK293-RXFP1, relaxin-stimulated cAMP HTRF, 30 min; stronger effect = lower value. activity change, negative = inhibition, % at 57.5 µM. 0.59% of 350,000 active;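 active = activity change of -60% or lower, but not beyond a set lower limit; inconclusive = change between -60% and -40%, or beyond the set limit; inactive = change above -40%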; note: % is set by controls: 0 for no effect and ±100 for the full control effect
D1 agonist – activates the human D1 dopamine receptor; P21728; HEK293 T-REx D1 cells, calcium flux, agonist mode; activation, % at 2 µM; 1% of 360,000 active; AID 504660; note: 0% is about no effect
Target sequence (P21728 whole entry, looked up): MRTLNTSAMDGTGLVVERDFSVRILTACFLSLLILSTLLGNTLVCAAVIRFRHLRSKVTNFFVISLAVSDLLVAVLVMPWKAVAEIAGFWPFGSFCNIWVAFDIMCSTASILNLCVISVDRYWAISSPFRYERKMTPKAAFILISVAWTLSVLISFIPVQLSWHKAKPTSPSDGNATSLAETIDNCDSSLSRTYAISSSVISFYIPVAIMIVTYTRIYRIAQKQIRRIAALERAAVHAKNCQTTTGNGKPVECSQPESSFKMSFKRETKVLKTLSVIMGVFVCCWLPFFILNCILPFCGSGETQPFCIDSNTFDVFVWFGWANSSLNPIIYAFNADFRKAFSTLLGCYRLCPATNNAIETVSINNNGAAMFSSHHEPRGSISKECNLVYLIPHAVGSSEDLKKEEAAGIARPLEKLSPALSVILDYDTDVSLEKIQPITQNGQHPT
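Tetracycline-induced HEK293 TREx D1 cells, force-coupled to calcium signalling, were dye-loaded with a no-wash calcium kit. Compound was pin-added after a 10 s baseline. Fluorescence was read kinetically at 1 cycle/s for 180 s, with calcium rises flagged as agonism.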
D1 potentiator – potentiators of human D1 dopamine receptor; potentiation, % at 10 µM; HEK293 TREx D1 cells, calcium flux, dopamine EC20 potentiation; 0.036% of 360,000 active; P21728; in the data active = potentiation above about 30%; note: 0% is about no effect
D2 potentiator – positive allosteric modulators of human D2 dopamine receptor. potentiation, % at 10 µM. AID 485347. HEK293 T-REx D2, calcium flux, EC20 dopamine potentiation. 0.34% of 340,000 active. P14416;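 active = potentiation over 3 SD above the plate norm, cut at about 30% in these data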; note: 0% is about no effect
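Potentiation of an EC20 dopamine calcium response measured kinetically over 180 s, after a preceding 180 s compound-only read flagging agonists. Cells: inducible Hek293 Trex D2 line, 4000/well, cultured overnight at 30 C before dye loading.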
TRHR agonist – TRH receptor (human) agonism. P34981. TRHR cells, calcium flux fluo-8, FDSS agonist mode. activation, % at 2 µM. 0.18% of 360,000 active. AID 493084; note: 0% is about no effect
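TRHR-expressing cells loaded with fluo-8 calcium dye; 23 nL library compound pin-transferred, kinetic FDSS fluorescence (Ex 480/Em 530) recorded about 180 s for agonist-induced calcium release, before a 10 nM TRH EC20 addition for potentiator mode.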
D1 antag – antagonists of human D1 dopamine receptor; P21728; HEK293 TREx D1 cells, calcium flux, dopamine EC80; stronger effect = lower value; activity change, negative = inhibition, % at 10 µM; 3.2% of 360,000 active; in the data active = activity change below about -30%; note: % is set by controls: 0 for no effect and ±100 for the full control effect
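HEK293 T-REx cells expressing inducible, force-coupled D1 receptor; no-wash Ca dye, 30–90 min RT. Cmpd → 180 s read at 1 Hz → EC80 DA → 180 s read.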
D2 ag – D2 dopamine receptor (human) agonism. 0.53% of 340,000 active. P14416. activation, % at 2 µM. HEK293 T-REx D2 cells, calcium flux agonist mode. AID 485358;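 active = activation over 3 SD above normal in the single-dose calcium agonist read, cut at about 30% in these data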; note: 0% is about no effect
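In this primary screen, compounds producing a positive calcium signal within 180 s of addition to tetracycline-induced, force-coupled HEK293 Trex D2 cells are flagged; cells are dye-loaded with a no-wash calcium kit beforehand.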
An asterisk follows results filed as active; u = inconclusive; x = not tested or not shown. Cut-off read from the data, not from the text of the source, unless noted: active = activation above about 30%; inactive = the rest. Rows are unselected (roughly 7.1% active in at least one column).

SMILES,D2 potentiator,D1 agonist,RXFP1 antagonist,D1 antag,D1 potentiator,D2 antag,TRHR agonist,D2 ag,TRHR PAM
Cc1ccc(S(=O)(=O)N2CCC(=O)N(CCOCc3cccc(C(F)(F)F)c3)CC2)cc1,x,7,x,-1,-4,x,0.3,x,-6
Cc1ccccc1C(=O)Nc1ccnn1C1CCN(C(=O)C2CCOC2)CC1 (stereo not drawn),-2,2,3,0,-1,x,0.4,x,3
O=C(O)c1cccc(N/C(=N\S(=O)(=O)c2ccccc2)c2ccccc2)c1,9,4,2,-3,-3,1,0.1,0.1,3
COC(=O)c1c(NC(=O)c2cccc(S(=O)(=O)N3CCN(C)CC3)c2)sc(C)c1C,6,0,-15,7,1,-12,-0.2,0.1,-3
COc1ccc2cc(C3CC(c4cccs4)=NN3S(C)(=O)=O)c(Cl)nc2c1 (stereo not drawn),7,0,-6,-16,-3,5,-0.2,1.9,-1
O=[N+]([O-])c1ccccc1S(=O)(=O)n1nnc2ccccc21,2,2,11,3,-5,-6,-0.7,-0.3,-1
COc1ccc(-c2nnc(SCC(=O)c3[nH]c(C)c(C(C)=O)c3C)o2)cc1,38*,10,-5,-23,-6,-8,-0.1,0.4,-1
CC1=C([N+](=O)[O-])C(c2ccccc2)NC(=O)N1 (stereo not drawn),0,0,2,-33*,1,-5,0.2,0.2,-7
O=C(c1ccc([N+](=O)[O-])s1)N1CCCc2ccccc21,17,1,1,2,-6,-18,-0.9,0.0,0
COc1ccc(Nc2nnc(C)c(=O)[nH]2)cc1,4,15,-7,-1,14,-8,0.4,-1.1,6
COc1ccc(CN(Cc2cc3ccc(C)cc3[nH]c2=O)Cc2nnnn2C2CCCC2)cc1,9,3,-14,2,4,1,1.7,1.0,9
c1ccc(N(c2ccccc2)c2nc(-n3ccnc3)nc(-n3ccnc3)n2)cc1,5,5,3,5,-6,11,0.2,2.7,-1
CCc1ccc(NC(=O)Cn2c(=O)n(CCCC(=O)NCc3ccccc3OC)c(=O)c3ccccc32)cc1,-4,3,x,3,0,x,0.3,0.8,-2
Cc1cc(CNC(=O)[C@H](C)[C@@H]2C[C@@]2(C)[C@@H](NC(=O)OCc2ccccc2)c2ccccc2)nn1C,-2,-2,x,13,-2,12,0.0,0.3,4
O=C(O)CCC(=O)c1ccc2c(c1)OCCO2,6,1,x,-13,-2,-7,-0.2,-0.7,0
CCOc1cc(C(=O)Nc2cc(=O)n(C)c(=O)n2C)cc(OCC)c1OCC,3,3,3,-5,-3,27,-0.2,1.0,2
CCOC(=O)c1nn(-c2ccccc2Cl)c(=O)cc1OCC(=O)Nc1cccc(OC)c1,-3,0,2,-9,-7,4,0.4,0.4,23
CCN1C(=O)C2(Nc3ccccc3-c3nc4ccccc4n32)c2cc(OC)ccc21 (stereo not drawn),10,2,-2,1,1,16,0.2,-0.5,-3
CC(C)(C)c1cc(Cl)ccc1OCCOCCN1CCCC1,-19,22,u,-4,-4,-10,0.7,0.9,-2
CCOc1ccc(C(=O)NCC(c2ccc3c(c2)OCO3)N2CCN(C)CC2)cc1 (stereo not drawn),-9,0,-11,5,-4,x,0.3,1.1,-6
Cc1c(NC(=O)CC(C)C)cccc1-c1nc2cccnc2s1,8,1,-27,-29,6,x,-0.3,-1.1,-4
O=C1NCC(c2ccccc2)C1C(=O)N/N=C/c1ccc(Cl)s1 (stereo not drawn),-9,1,3,12,-4,1,-0.4,0.2,-9
CC(=O)c1cc(-c2ccccc2)n(CC(=O)N2CCCC2)c1C,6,2,1,2,-3,-10,-0.7,-0.2,6
CSCCC(NS(=O)(=O)c1ccccc1F)C(=O)N1CC=C(c2ccccc2)CC1 (stereo not drawn),11,0,-13,8,2,-18,-0.2,0.4,13
CCCCn1c(SCC(=O)NCCCOC)nc2c(sc3ccccc32)c1=O,7,30,-9,12,-5,x,-1.9,-1.2,8

Compound profiles (already shown). Order of screens: D2 potentiator | D1 agonist | RXFP1 antagonist | D1 antag | D1 potentiator | D2 antag | TRHR agonist | D2 ag | TRHR PAM
`COc1ccc2cc(C3CC(c4cccs4)=NN3S(C)(=O)=O)c(Cl)nc2c1` (stereo not drawn) is listed as 7 | 0 | -6 | -16 | -3 | 5 | -0.2 | 1.9 | -1
`CCOC(=O)c1nn(-c2ccccc2Cl)c(=O)cc1OCC(=O)Nc1cccc(OC)c1` is listed as -3 | 0 | 2 | -9 | -7 | 4 | 0.4 | 0.4 | 23
`Cc1cc(CNC(=O)[C@H](C)[C@@H]2C[C@@]2(C)[C@@H](NC(=O)OCc2ccccc2)c2ccccc2)nn1C` is listed as -2 | -2 | x | 13 | -2 | 12 | 0.0 | 0.3 | 4
`CCOc1ccc(C(=O)NCC(c2ccc3c(c2)OCO3)N2CCN(C)CC2)cc1` (stereo not drawn) is listed as -9 | 0 | -11 | 5 | -4 | x | 0.3 | 1.1 | -6
`CSCCC(NS(=O)(=O)c1ccccc1F)C(=O)N1CC=C(c2ccccc2)CC1` (stereo not drawn) is listed as 11 | 0 | -13 | 8 | 2 | -18 | -0.2 | 0.4 | 13

Next results follow.
SMILES,D2 potentiator,D1 agonist,RXFP1 antagonist,D1 antag,D1 potentiator,D2 antag,TRHR agonist,D2 ag,TRHR PAM
COCCNC(=O)c1cc2nc(-c3ccccc3)cc(C)n2n1,2,0,-10,8,-3,0,2.5,0.6,7
O=C(COc1ccc(Br)cc1)N(CCO)CCO,-2,-1,-2,-7,-5,13,0.3,-1.5,14
CCOC(=O)C1CCN(Cc2cc(C(C)(C)C)c(O)c(C(C)(C)C)c2)CC1,-32,0,-2,5,-2,-5,0.4,28,1
CCC(C(=O)NCCCN1CCN(CC)CC1)n1nc(C)n2c(cc3occc32)c1=O (stereo not drawn),6,1,-2,4,-2,-14,-0.2,0.5,22
CN(C)S(=O)(=O)c1cccc(NC(=O)COC(=O)c2c[nH]c(=O)[nH]c2=O)c1,-2,0,-11,-6,-10,14,0.1,1.6,1
CCC(CC)C1C(C#N)=C(N)Oc2n[nH]c(C)c21 (stereo not drawn),-2,2,-1,-1,-3,5,-0.6,0.3,2
CCN(CC)S(=O)(=O)c1ccc(NC(=O)c2c(-c3ccccc3)noc2C)cc1,7,4,x,-11,0,4,0.5,-1.5,-3
O=C1CSc2ccc(C(=O)N3CCN(c4ccccn4)CC3)cc2N1,1,0,7,2,6,-5,0.1,-1.3,22
COC(=O)C1CCCCN1C(=O)c1cc(COc2cccc3cccnc23)on1 (stereo not drawn),-9,1,-13,-2,1,9,-0.8,0.2,-1
O=C(CN1CCCC1)NCc1ccccc1,x,6,0,-6,2,x,0.3,x,-2
CC(=O)c1ccc(NC(=O)CSc2ccc(-c3sc(C)nc3C)nn2)cc1,11,7,-8,-10,-7,0,-1.2,1.3,-5
O=C1COc2ccc(C(=O)COC(=O)C3CC(O)CN3S(=O)(=O)c3ccc(Cl)cc3)cc2N1 (stereo not drawn),2,2,-7,-2,-10,11,1.6,-0.8,-9
Cc1ccc(CC2C(=O)N(c3ccc(C)cc3)C(=O)C2C)cc1 (stereo not drawn),x,6,3,-16,-6,3,-0.7,0.4,-4
CCCn1c(=O)c2ccccc2n2c(SCN3C(=O)c4ccccc4C3=O)nnc12,1,6,x,-15,-5,-14,0.1,-1.4,3
CC(C)CC(=O)NC1(C(F)(F)F)C(=O)Nc2c1c(=O)[nH]c(=O)n2-c1ccccc1 (stereo not drawn),9,0,x,-9,-4,x,-0.5,-0.3,2
CC(C)C(=O)NCCc1nc2ccccc2n1CCCOc1ccc(Cl)cc1,7,5,-11,-14,-9,8,-1.9,-0.3,-3
C1CCN=C(Nc2nn[nH]n2)CC1,14,2,-3,-11,6,x,-0.2,x,11
CCOC(=O)N1CCC(NC(=O)c2ccc3c(c2)N(Cc2ccccc2)C(=O)c2ccccc2S3=O)CC1 (stereo not drawn),x,4,x,6,-3,x,-0.5,-1.5,6
O=C(Nc1cccc(NC(=O)c2cccs2)c1)c1ccc(F)cc1,5,1,2,1,-7,-5,-1.3,0.4,-4
CCCN1C2CCCC1CC(NC(=O)C1CCCCC1)C2 (stereo not drawn),x,3,6,19,-1,x,-0.9,x,5
CCOc1ccc(CCNC(=O)COC(=O)c2sccc2C)cc1OCC,-1,2,-6,-15,-12,11,0.3,-1.1,0
O=C(NCC(=O)N1CCN(c2cccc(Cl)c2)CC1)c1ccc(Br)o1,7,4,-29,3,10,16,-0.2,-0.1,1
CCCCNc1c2c(nc3c(-c4ccccc4)c(C)nn13)CCC2,8,8,-3,-5,-1,-6,0.3,0.9,13
CCOC(=O)N1CCN(C(=O)CSc2ncnc3sccc23)CC1,-3,4,-2,6,-4,11,-0.2,-0.4,6
CC(=O)N1C(C)(C)CC(=NOC(=O)c2ccccc2)CC1(C)C,0,4,0,-8,4,-5,-0.8,-0.3,12

Three entries already listed, ordered by formula weight, highest first.
SMILES,D2 potentiator,D1 agonist,RXFP1 antagonist,D1 antag,D1 potentiator,D2 antag,TRHR agonist,D2 ag,TRHR PAM
O=C1COc2ccc(C(=O)COC(=O)C3CC(O)CN3S(=O)(=O)c3ccc(Cl)cc3)cc2N1 (stereo not drawn),2,2,-7,-2,-10,11,1.6,-0.8,-9
O=C(NCC(=O)N1CCN(c2cccc(Cl)c2)CC1)c1ccc(Br)o1,7,4,-29,3,10,16,-0.2,-0.1,1
O=C(COc1ccc(Br)cc1)N(CCO)CCO,-2,-1,-2,-7,-5,13,0.3,-1.5,14

Next part.
SMILES,D2 potentiator,D1 agonist,RXFP1 antagonist,D1 antag,D1 potentiator,D2 antag,TRHR agonist,D2 ag,TRHR PAM
CCN1CCC2(CC1)N=C(c1ccc(F)cc1)C(=S)N2C(=O)c1ccc(C)cc1,-18,4,9,9,1,1,0.5,1.2,-2
O=c1[nH]c2ccsc2c(=O)n1-c1ccc(F)cc1,6,3,8,-5,-5,-8,-0.4,0.6,-2
CCOC(=O)C1CCN(Cc2cn[nH]c2-c2ccc(C)cc2)CC1,x,1,14,3,8,x,-0.2,x,7
CC(C)C12CN3CC(C(C)C)(CN(C1)C3c1ccccc1)C2O (stereo not drawn),14,2,-14,-6,-3,-17,-0.4,0.7,26
CC(=O)c1ccc(NC(=O)C2CCCO2)cc1 (stereo not drawn),-2,11,-1,8,-1,-8,-2.8,-3.7,4
